KB-V1 MDR tox: KB-V1 MDR subline cytotoxicity. KB-V1 MDR cells viability, CellTiter-Glo, 72 h. Potency, µM (top dose mostly 46.1 µM), for the others: at the top dose activity change, negative = cytotoxicity, usual class: cytotoxic. 3.4% of 400,000 active. AID 1347076; also: % is scaled to controls: 0 for no effect and ±100 for the full control effect; nearly all actives have a fitted effect of over 60% in size
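KB-V1, DMEM (no phenol red) + 10% FBS; cpd pin-transferred, titration series; 72 h, 37 degrees C; CellTiter-Glo, luminescence. Data normalized, curve-fit.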
KB-3-1 tox: kills parental KB-3-1 adenocarcinoma cells; KB-3-1 viability, CellTiter-Glo ATP luminescence, 72 h; Potency, µM (top dose mostly 46.1 µM), for the others: at the highest dose activity change, negative = cytotoxic, most hits filed as cytotoxic; 1.4% of 400,000 active; AID 1347075; also: % is scaled to controls: 0 for no effect and ±100 for the full control effect; nearly all actives have a fitted effect of over 60% in size
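72 h, 37 °C compound treatment of KB-3-1 parental cells; CellTiter-Glo added, 10 min, luminescence read. Data corrected against DMSO-only plates and normalized before curve fitting.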
HT1080NT lethal: kills 2HG-producing HT-1080-NT fibrosarcoma cells; Potency, µM (doses to about 46.1 µM), inactives show top-dose activity, negative = less viability, actives largely listed as cytotoxic; HT-1080-NT fibrosarcoma viability, CellTiter-Glo ATP luminescence, 48 h; 1.6% of 360,000 active;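 also: NT is the 2HG producing partner of a matched IDH1 knockdown line; 0% = DMSO-treated cells and -100% = media-only wells without cells; nearly all actives have a fitted effect of over 55% in size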
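Viability of the 2HG-overproducing fibrosarcoma line after 48 hours of compound exposure at 37 degrees C was determined by luminescence with CellTiter-Glo, and concentration-effect curves were then fitted and categorized.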
GLP1R cytotox: cytotoxicity in counter-screen for GLP-1R inverse agonists; HEK293 cAMP-luciferase reporter cells, luminescence, 24 h; Potency, µM (highest dose often 38.3 µM), for the others: at the top dose activity change, negative = inhibition, usual class: inhibitors; 0.13% of 410,000 active;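 also: loss of luciferase light is scored as toxicity; % is scaled to controls: 0 for no effect and ±100 for the full control effect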
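Compound-treated cells are incubated 24 hr at 37 deg C under 5% CO2 after a 12 hour attachment period, then luciferase detection reagent is added and luminescence is measured following 12 min at room temperature; lowered signal indicates toxicity.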
TDP43 rescue: inhibitors of TDP-43 toxicity in yeast; 1.8% of 410,000 active; TDP-43 expressing yeast growth rescue, BacTiter-Glo, 24 h; Potency, µM (doses to about 46.1 µM), for the others: at the top dose growth rescue (activation), most hits filed as activators; also: % of control where 0% means no effect; nearly all actives have a fitted effect of over 50% in size
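In this qHTS, compounds that restore growth of yeast expressing TDP-43 appear as activators. Cells (OD600=0.02, galactose medium, raffinose-pregrown) are incubated with compound 24 hr at 30 deg C and growth is quantified by BacTiter-Glo.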
SW480 rereplic: DNA re-replication induction in SW480 cells; SW480 DNA re-replication, Hoechst DNA content imaging, 48 h; Potency, µM (doses to about 46.1 µM), without a hit: at the top dose re-replication activation, actives largely listed as activators; 1.8% of 340,000 active; AID 624297; also: % of control where 0% means no effect; nearly all actives have a fitted effect of over 55% in size
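Readout is total intensity of Hoechst-stained nuclei, excited at 405 nm and collected at 500-530 nm. Compound treatment lasted 48 hr at 37 C in 5% CO2 before staining.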
GLP1R ag: agonists of human GLP-1 receptor; P43220; HEK293 GLP-1R CRE-luciferase, luminescence, 4-6 h; cells express a hypersensitive GLP-1R form; Potency, µM (series often up to 45.6 µM), for the others: top-dose activation, actives largely listed as activators; 0.007% of 380,000 active; also: % of control where 0% means no effect
Target sequence (P43220 whole entry, looked up): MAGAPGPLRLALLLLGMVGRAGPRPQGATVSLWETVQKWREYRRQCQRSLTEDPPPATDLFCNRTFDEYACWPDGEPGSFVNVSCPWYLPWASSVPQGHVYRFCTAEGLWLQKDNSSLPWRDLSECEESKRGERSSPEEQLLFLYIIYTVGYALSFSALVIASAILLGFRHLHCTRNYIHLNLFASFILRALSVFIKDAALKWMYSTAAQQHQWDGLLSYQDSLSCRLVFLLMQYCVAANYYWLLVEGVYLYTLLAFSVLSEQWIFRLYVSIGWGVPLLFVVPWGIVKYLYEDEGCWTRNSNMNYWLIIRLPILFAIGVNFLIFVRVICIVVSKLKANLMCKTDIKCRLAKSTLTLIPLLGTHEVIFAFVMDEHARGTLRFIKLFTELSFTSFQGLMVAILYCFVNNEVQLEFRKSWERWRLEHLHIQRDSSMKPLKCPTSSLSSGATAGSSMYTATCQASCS
GLP-1R inv ag: acts as inverse agonist at human GLP-1 receptor; Potency, µM (titrated, usually from 38.3 µM), inactives show at the highest dose activity change, negative = inhibition, most hits filed as inhibitors; HEK293 GLP-1R CRE-luciferase, luminescence, 24 h; GLP-1R form is constitutively active; P43220; 1.6% of 410,000 active; also: % is scaled to controls: 0 for no effect and ±100 for the full control effect; nearly all actives have a fitted effect of over 55% in size
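GLP-1R inverse agonism mode: basal reporter luminescence in engineered HEK293 cells measured after one day of compound exposure at 37 deg C, with a 12 min room-temperature detection step.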
HT1080 IDH1KD tx: kills HT-1080 cells with IDH1 knockdown; HT-1080 IDH1 knockdown viability, ATP luminescence, 48 h; Potency, µM (series often up to 46.1 µM), without a hit: at the highest dose activity, negative = toxicity, usual class: cytotoxic; 2% of 360,000 active;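 also: 0% = DMSO wells and -100% = cell-free medium wells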
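In this qHTS, HT-1080 cells depleted of IDH1 are exposed for 48 h at 37 °C to compound titrations. Toxicity is scored from CellTiter-Glo luminescence, with DMSO as full viability and medium alone as none.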
An asterisk follows results filed as active; u = inconclusive; x = no result given; & = joins results of further samples; [ ] = remark or other dose. Calls follow the shape of the dose curve; as a rule, active = well fitted curve in the direction sought with a large enough effect; inconclusive = small, poorly fitted or top-dose-only effect, or another doubt; inactive = no such curve, though single readings can be large; an effect the other way counts as inactive or inconclusive. Potency is read from the fitted curve at half-maximal effect.

No. | canonical_smiles | KB-V1 MDR tox | KB-3-1 tox | HT1080NT lethal | GLP1R cytotox | TDP43 rescue | SW480 rereplic | GLP1R ag | GLP-1R inv ag | HT1080 IDH1KD tx
1 | CN1C(=O)CC(C(=O)Nc2ccc(F)cc2)SC1=Nc1ccc2c(c1)OCO2 (centres undefined) | -7% | 16% | -25% | 3% | 1% | -2% | 6% | u | 13%
2 | COc1cc(OC)cc(-c2nc3nc(C)c(CCC(=O)NCCC(C)C)c(C)n3n2)c1 | -7% | 16% | x | 2% | 12% | x | 0% | 5% | x
3 | CCCCn1c(=O)n(CC(=O)Nc2c(CC)cccc2CC)c(=O)c2c1nc(CO)n2CCC | 14% | -12% | -1% | -11% | 8% | 1% | -16% | -35% | 9%
4 | CS(=O)(=O)c1ccc(Cl)c(NC(=O)CCl)c1 | 21µM* | 6.5µM* | u | u | -3% | u | 0% | 3% | u
5 | Cn1c(=O)c2c(nc(SCC(=O)OCc3ccccc3)n2C)n(C)c1=O | 4% | 17% | 7% | 0% | -2% | -4% | -1% | 4% | 15%
6 | O=C(CN1C(=O)S/C(=C/c2ccccn2)C1=O)N1CCOCC1 | 19% | 1% | 4% | -2% | 8% | -15% | 5% | 4% | 5%
7 | NC1=NC(c2cc(F)cc(F)c2)n2c(nc3ccccc32)N1 (centres undefined) | u | 3% | x | 1% | 0% | x | -1% | -8% | x
8 | Cc1ccc([N+](=O)[O-])cc1-c1ccc(/C=N/NC(=O)c2cc3c(ccc4ccccc43)o2)o1 | 9% | -6% | 17% | 16% | -1% | -13% | 1% | 5% | 9%
9 | CCc1ccc(Nc2sc(C(=O)c3ccc(F)cc3)c(N)c2S(=O)(=O)c2ccccc2)cc1 | 0% | -14% | x | 6% | 24% | x | x | -8% | x
10 | COc1cccc(/C=N/NC(=O)Cn2nc(C)c([N+](=O)[O-])c2C)c1O | u | u | u | 15%[1.53 µM] | 17% | u | -11% | -17% | 18µM*
11 | CC(C)(C)c1ccc(CC(=O)N2CCC2(C)C(=O)NS(=O)(=O)c2cccc(F)c2)cc1 (centres undefined) | -2% | -18% | 3% | -4% | 23% | x | -7% | u | -4%
12 | Cn1nc(C(=O)N2CCN(c3cccc(Cl)c3)CC2)c2c1-c1ccccc1S(=O)(=O)C2 | u | -8%&-8% | -2% | -3%&-6% | 22µM* | -1% | -2% | -23%&-8% | -4%
13 | COc1ccc(Br)cc1Cn1nnc(C(=O)Nc2ccc(C)cc2C)c1N | -17% | u | x | -7% | 1% | x | -4% | u | x
14 | O=[N+]([O-])c1ccc(C=Nc2cccc3ccccc23)s1 | u | u | -23% | -25% | 19% | 6.5µM* | 11% | 102%[activator] | 23µM*
15 | OC(CN1c2ccccc2Sc2ccccc21)Cn1nnc2ccccc21 (centres undefined) | 16µM* | u | -16% | 2% | 2% | 16% | 3% | -7% | u
16 | O=C(NC1CCCCC1)C(c1ccncc1)N(Cc1ccc2c(c1)OCO2)C(=O)C(F)(F)F (centres undefined) | 4% | -6% | 1% | 5% | 3% | 2%[9.22 µM] | -4% | 2% | -10%
17 | O=C(NCCCn1ccnc1)c1ccc(-c2ccccc2)cc1 | 0% | -13% | 0% | -3% | 11% | -4% | -5% | 7% | 7%
18 | NC(=O)CN1CCN(c2ccccc2F)CC1 | 29% | -2% | -1% | 15% | 5% | -12% | 2% | 3% | 12%
19 | COc1ccc2c(c1)C=C(C(=O)NCc1ccc(Cl)cc1)CO2 | -18% | -2% | -1% | -13% | u | -1% | -3% | u | 0%
20 | CC1(C)Cc2c(c(N3CCCC3)nc3sc4c(N5CCN(CCO)CC5)ncnc4c23)CO1 | u | 14% | u | u | -4% | u | u | 140%[activator] | -5%

From no. 17 to 20, copied from above:
No. | canonical_smiles | KB-V1 MDR tox | KB-3-1 tox | HT1080NT lethal | GLP1R cytotox | TDP43 rescue | SW480 rereplic | GLP1R ag | GLP-1R inv ag | HT1080 IDH1KD tx
17 | O=C(NCCCn1ccnc1)c1ccc(-c2ccccc2)cc1 | 0% | -13% | 0% | -3% | 11% | -4% | -5% | 7% | 7%
18 | NC(=O)CN1CCN(c2ccccc2F)CC1 | 29% | -2% | -1% | 15% | 5% | -12% | 2% | 3% | 12%
19 | COc1ccc2c(c1)C=C(C(=O)NCc1ccc(Cl)cc1)CO2 | -18% | -2% | -1% | -13% | u | -1% | -3% | u | 0%
20 | CC1(C)Cc2c(c(N3CCCC3)nc3sc4c(N5CCN(CCO)CC5)ncnc4c23)CO1 | u | 14% | u | u | -4% | u | u | 140%[activator] | -5%

Following part.
No. | canonical_smiles | KB-V1 MDR tox | KB-3-1 tox | HT1080NT lethal | GLP1R cytotox | TDP43 rescue | SW480 rereplic | GLP1R ag | GLP-1R inv ag | HT1080 IDH1KD tx
21 | NC(=O)CSC1=N/C(=C\c2ccco2)C(=O)N1c1ccc(OC(F)F)cc1 | 20% | 9% | 1% | u | 14% | 0% | 2% | 4% | 2%
22 | COc1ccc(-n2nc(C(=O)NCC(=O)Nc3ccccn3)c3ccccc3c2=O)cc1 | 8% | 6% | u | 4% | 5% | u | -10% | 42%[activator] | u
23 | CCOc1ccc(NC(=O)CN(C)C(=O)c2ccc(N3CCCC3)c([N+](=O)[O-])c2)cc1OCC | 7% | 14% | -1% | -1% | 4% | -2% | 3% | 1% | -10%
24 | CN1CCN(S(=O)(=O)CC2(C)C3CCC2(C)C(=O)C3Br)CC1 (centres undefined) | 10% | 21% | 26% | -19% | -5% | -12% | 5% | 47%[activator] | 17%
25 | COc1ccccc1OCC(=O)NC1CCCCCC1 | u | -12% | 17% | 8% | 25% | -2% | 14% | -4% | 4%
26 | O=C1c2ccccc2CN2C(=O)c3ccccc3CN12 | 1% | -5% | -6% | 17% | 12% | -3%&3% | 2%&-1% | 2% | 7%
27 | COc1cccc(C(C(=O)NC(C)(C)C)N(C(=O)CCC(=O)Nc2cc(C)on2)C(C)(C)C)c1OC (centres undefined) | -5% | -3% | 8% | -25% | 4% | -5%[9.22 µM] | 4% | 1% | 8%

An excerpt of these results, in transposed form:
23: CCOc1ccc(NC(=O)CN(C)C(=O)c2ccc(N3CCCC3)c([N+](=O)[O-])c2)cc1OCC
24: CN1CCN(S(=O)(=O)CC2(C)C3CCC2(C)C(=O)C3Br)CC1 (centres undefined)
25: COc1ccccc1OCC(=O)NC1CCCCCC1
26: O=C1c2ccccc2CN2C(=O)c3ccccc3CN12
27: COc1cccc(C(C(=O)NC(C)(C)C)N(C(=O)CCC(=O)Nc2cc(C)on2)C(C)(C)C)c1OC (centres undefined)

compound no.,23,24,25,26,27
KB-V1 MDR tox,7%,10%,u,1%,-5%
KB-3-1 tox,14%,21%,-12%,-5%,-3%
HT1080NT lethal,-1%,26%,17%,-6%,8%
GLP1R cytotox,-1%,-19%,8%,17%,-25%
TDP43 rescue,4%,-5%,25%,12%,4%
SW480 rereplic,-2%,-12%,-2%,-3%&3%,-5%[9.22 µM]
GLP1R ag,3%,5%,14%,2%&-1%,4%
GLP-1R inv ag,1%,47%[activator],-4%,2%,1%
HT1080 IDH1KD tx,-10%,17%,4%,7%,8%

Assay outcomes from PubChem BioAssay.
